Compound activity: PubChem BioAssay, National Center for Advancing Translational Sciences (NCATS)
TRHR enhancer: allosterically enhances the human TRH receptor; enhancement, % at 2 µM; TRHR cells, fluo-8 calcium fluorescence, EC20 TRH enhancement; 360,000 tested, 0.66% active; in the data active = enhancement above about 30%; also: 0% is about no effect
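TRHR-expressing cells loaded with fluo-8 calcium dye were read kinetically (ex 480/em 530) during compound addition, then stimulated with an EC20 of TRH (10 nM final). Enhancement of the Gq-mediated intracellular calcium response was scored.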
D1 agonist: human D1 receptor agonism; P21728; 360,000 tested, 1% active; HEK293 T-REx D1 cells, calcium flux, agonist mode; AID 504660; activation, % at 2 µM; in the data active = activation above about 30%; also: 0% is about no effect
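Agonism was scored from calcium flux recorded over 180 s (1 read/s) after pintool compound addition, following a 10-cycle baseline. Cells were inducible force-coupled HEK293 TREx D1, plated overnight at 30 C and loaded with no-wash calcium dye.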
D2 agonist: agonists of human D2 dopamine receptor. HEK293 T-REx D2 cells, calcium flux agonist mode. activation, % at 2 µM. 340,000 tested, 0.53% active;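 active = activation over 3 SD above normal in the single-dose calcium agonist read, cut at about 30% in these data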; also: 0% is about no effect
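Agonism is scored from calcium flux in a force-coupled, inducible HEK293 cell line expressing D2, read kinetically for 180 s after compound addition against dopamine controls.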
RXFP1 agonist: activates the human relaxin receptor RXFP1; Q9HBX9; HEK293T-RXFP1 cAMP TR-FRET, 30 min; response scale: percent of porcine relaxin response, buffer zero; Potency, µM (titrated, usually from 57.5 µM), for inactives: at the top dose activation, usual class: activators; 370,000 tested, 0.3% active; active = well fitted activation curve with a large enough effect; inconclusive = small, poorly fitted or top-dose-only effect; also: potency is read from the fitted curve at half-maximal effect; % is scaled to controls: 0 for no effect and ±100 for the full control effect; nearly all actives have a fitted effect of over 60% in size; many of its hits are not listed in these tables
Target sequence (Q9HBX9 whole entry, looked up): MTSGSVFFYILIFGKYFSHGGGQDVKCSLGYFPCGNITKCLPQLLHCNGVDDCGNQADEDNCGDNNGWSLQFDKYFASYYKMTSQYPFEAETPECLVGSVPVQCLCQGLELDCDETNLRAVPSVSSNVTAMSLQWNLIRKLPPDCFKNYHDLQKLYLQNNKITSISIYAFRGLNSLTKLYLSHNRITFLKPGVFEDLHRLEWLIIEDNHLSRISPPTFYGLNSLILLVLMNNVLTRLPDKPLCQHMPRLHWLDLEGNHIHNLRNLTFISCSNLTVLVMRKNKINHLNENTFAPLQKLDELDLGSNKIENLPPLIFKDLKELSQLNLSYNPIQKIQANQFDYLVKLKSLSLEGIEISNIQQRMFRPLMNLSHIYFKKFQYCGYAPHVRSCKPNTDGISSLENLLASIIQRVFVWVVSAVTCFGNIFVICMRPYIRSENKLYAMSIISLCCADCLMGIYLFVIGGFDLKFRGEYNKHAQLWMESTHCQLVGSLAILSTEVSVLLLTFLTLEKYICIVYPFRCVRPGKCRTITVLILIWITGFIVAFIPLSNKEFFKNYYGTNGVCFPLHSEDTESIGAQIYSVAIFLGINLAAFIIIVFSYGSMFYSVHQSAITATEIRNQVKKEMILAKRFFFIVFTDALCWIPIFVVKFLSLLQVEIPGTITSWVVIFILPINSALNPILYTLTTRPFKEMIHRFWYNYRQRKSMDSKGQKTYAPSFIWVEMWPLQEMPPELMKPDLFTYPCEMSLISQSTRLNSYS
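HEK293 cells stably expressing RXFP1, treated 30 min at 37C with compounds plus PDE4 inhibitor Ro 20174; cAMP measured by HTRF TR-FRET. Normalized to buffer and 29 nM porcine relaxin; EC50 by Hill fit.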
RXFP1 antag: blocks the human relaxin receptor RXFP1 | Q9HBX9 | HEK293-RXFP1, relaxin-stimulated cAMP HTRF, 30 min; hits give low values | activity change, negative = inhibition, % at 57.5 µM | 350,000 tested, 0.59% active;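 active = activity change of -60% or lower, but not beyond a set lower limit; inconclusive = change between -60% and -40%, or beyond the set limit; inactive = change above -40%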; also: % is scaled to controls: 0 for no effect and ±100 for the full control effect
D2 PAM: D2 dopamine receptor (human) potentiation; P14416; HEK293 T-REx D2, calcium flux, EC20 dopamine potentiation; potentiation, % at 10 µM; 340,000 tested, 0.34% active; AID 485347;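 active = potentiation over 3 SD above the plate norm, cut at about 30% in these data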; also: 0% is about no effect
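Potentiation of an EC20 dopamine calcium response is measured in a force-coupled, tetracycline-inducible Hek293 Trex D2 line. Compound-only kinetic reads over 180 s flag agonists before dopamine addition.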
D2 antag: D2 dopamine receptor (human) antagonism; P14416; inhibition, % at 10 µM; HEK293 TREx D2 cells, calcium flux, dopamine EC80; 340,000 tested, 2% active; in the data active = inhibition above about 30%; also: 0% is about no effect
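Calcium flux kinetic readout in an inducible HEK293 TREx D2 line plated overnight at 30 C. After 180 s compound exposure, an EC80 dopamine challenge follows with another 180 s kinetic read to detect antagonism.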
D1 antag: blocks dopamine activation of the human D1 receptor; HEK293 TREx D1 cells, calcium flux, dopamine EC80; hits give low values; activity change, negative = inhibition, % at 10 µM; AID 504652; 360,000 tested, 3.2% active; P21728; in the data active = activity change below about -30%; also: % is scaled to controls: 0 for no effect and ±100 for the full control effect
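HEK293 T-REx cells expressing inducible, force-coupled D1 receptor; no-wash Ca dye, 30–90 min RT. Cmpd → 180 s read at 1 Hz → EC80 DA → 180 s read.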
D1 potentiator: potentiators of human D1 dopamine receptor. HEK293 TREx D1 cells, calcium flux, dopamine EC20 potentiation. 360,000 tested, 0.036% active. potentiation, % at 10 µM. P21728; in the data active = potentiation above about 30%; also: 0% is about no effect
Numbers without * were called inactive; ? = inconclusive; nt = not tested or not shown. Some of the compounds tested; the hit share may differ from the screen's.

SMILES	TRHR enhancer	D1 agonist	D2 agonist	RXFP1 agonist	RXFP1 antag	D2 PAM	D2 antag	D1 antag	D1 potentiator
CC1(C)CNC(=O)c2sc(NC(=O)CN3CCOCC3)nc2C1	-6	2	-0.2	-0.2%	9	-12	15	-6	-5
CN(Cc1ccccc1)S(=O)(=O)c1ccc2c(c1)NC(=O)CC(=O)N2	3	3	0.9	0.9%	-10	5	-24	9	2
Cc1cc(C(=O)NNc2ccc(C(C)C)cc2)n(C(C)(C)C)n1	2	1	0.3	4.0%	4	-4	-3	-19	-5
CCOC(=O)C1CCCN(Cc2cccs2)C1 (configuration not stated)	-5	1	1.2	-0.8%	6	-1	-9	2	-1
COc1ccccc1C(=O)NNC(=S)Nc1ccccc1	0	5	-0.3	4.9%	-11	-2	-2	-31*	-3
COc1ccccc1/C=C/c1nc(C#N)c(NCCc2ccccc2)o1	-4	0	-0.7	18%	-4	-16	nt	-1	0
O=C(COC(=O)c1cccnc1Nc1cccc(C(F)(F)F)c1)NCc1ccc2c(c1)OCO2	-2	3	-0.1	2.3%	-17	-3	-13	-23	1
CC1CC(C)CN(C(=O)C(NS(=O)(=O)c2ccc(Br)s2)c2ccccc2)C1 (configuration not stated)	6	6	0.9	-1.3%	-18	-3	-5	0	-4
CCOC(=O)C1=C(COC(=O)c2ccccc2OC(F)F)NC(=O)NC1C (configuration not stated)	8	5	nt	1.6%	-12	nt	nt	-8	2
O=C(Nc1ccn(Cc2ccccc2F)n1)c1ccc(COc2cc(Cl)ccc2Cl)o1	6	8	1.3	2.9%	24	15	22	-13	-2
CCc1cc[n+](/C(C(=S)Nc2cccc(C)c2)=C(/[O-])c2ccc(C)c([N+](=O)[O-])c2)cc1	13	1	-0.2	0.2%	-3	4	-14	7	0
CN1CCN(Cc2cc(=O)oc3ccc(Cl)cc23)CC1	-3	4	1.0	1.7%	-2	-6	45*	-3	10
COc1ccc(-n2nc(C(C)=O)c(=O)[nH]c2=O)cc1	2	0	-1.2	-0.1%	9	5	-5	-11	3
Cc1ccc(N=C2NC(=O)CC(C(=O)Nc3cc(C(F)(F)F)ccc3Cl)S2)cc1 (configuration not stated)	4	0	0.7	0.4%	nt	-1	nt	-2	-2
O=C(Nc1ccccc1)c1ccccc1OCc1cccc([N+](=O)[O-])c1	-4	10	0.1	2.2%	3	0	22	-20	-8
O=C(Nc1ccccc1N1CCN(C(=O)c2ccc(Cl)cc2)CC1)c1ccc2c(c1)OCO2	4	-3	nt	-0.3%	-14	nt	nt	13	0
CSc1nnc(C)c(/C=C/NOCc2ccc(Cl)cc2)n1	4	2	-1.9	0.3%	3	1	-5	-12	-3
COc1cc(NC(=O)C2CCN(S(=O)(=O)c3ccc(Cl)cc3)CC2)ccc1-n1cnnn1	3	2	0.7	-1.1%	-5	10	-8	3	0
CC(C)n1c(N2CCN(C(=O)Nc3ccccc3)CC2)nc2ccccc21	-5	5	0.8	0.3%	-5	-11	-26	4	-10
COc1cc(C)c(S(=O)(=O)NCCCn2ccnc2)cc1C	4	5	-0.7	2.6%	2	-4	-2	-8	0
O=C(CN1C(=O)c2ccccc2S1(=O)=O)NCCSCc1cccc(Cl)c1	-3	3	0.5	1.7%	-3	-5	-1	-11	-4
COc1ccc(OC)c(CN2CCN(Cc3cc(=O)oc4cc(O)ccc34)CC2)c1	0	3	0.9	0.1%	1	-26	34*	-14	-12
Cc1cccc(NC(=O)CSc2nnc(Cn3cnc4ccccc43)o2)c1	0	3	0.6	0.0%	4	2	-10	-21	-6
CS(=O)(=O)c1ccccc1C(=O)NCCC(c1ccccc1)c1ccccc1	12	1	-4.3	-2.2%	-1	12	-8	6	nt
Cn1cc(Cl)c(C(=O)NC2CCCC2)n1	20	-1	-1.1	0.9%	7	2	7	20	1
(further entries)
SMILES	TRHR enhancer	D1 agonist	D2 agonist	RXFP1 agonist	RXFP1 antag	D2 PAM	D2 antag	D1 antag	D1 potentiator
CCOC(=O)c1ccc(NC(=O)CCc2nc(-c3ccccc3Cl)no2)cc1	3	8	0.1	2.7%	-4	-1	-5	-10	-7
COc1ccc(NC(=O)Cn2c(=O)n(CCc3ccccc3)c(=O)c3ccccc32)cc1	1	2	-0.5	4.8%	nt	-5	nt	-9	1
COc1ccc(/C=C/C(=O)NCC(=O)N2CCC(N(C)CCN3CCOCC3)CC2)cc1OC	-3	2	nt	0.3%	0	nt	nt	9	-4
O=C(c1cccnc1)N1CCN(Cc2cccc(F)c2)CC1	4	1	0.6	-0.1%	nt	6	13	-3	4
CCN(CC)c1ccc(S(=O)(=O)N2CCOCC2)cc1NC(=O)CSc1ccccc1	-2	6	-1.5	-1.6%	-7	26	-6	-8	1
O=C(NCC(c1ccco1)S(=O)(=O)c1ccc(Cl)cc1)c1ccc(C(F)(F)F)cc1 (configuration not stated)	-7	7	1.1	0.7%	?	-2	nt	nt	-2
Cc1ccc(S(=O)(=O)N(C)CC(=O)OCC(=O)NC(=O)NC(C)C)cc1	3	0	-1.0	-2.1%	-12	9	-3	-5	-7
CCOc1ccc(OCC)c(NC(=O)C2CCCN(C(=O)c3ccc(Cl)cc3)C2)c1 (configuration not stated)	2	4	0.2	0.1%	13	4	-7	4	2
O=C(O)c1ccc(N/N=C/c2ccc(C(F)(F)F)cc2)cc1	6	9	7.0	-0.4%	-34	1	5	19	-7
COc1ccc([C@H]2CC(=O)C=C(c3cc4ccccc4s3)C2)cc1OC	-8	2	-0.5	0.3%	nt	-1	22	-48*	4
O=C(COC(=O)CCC1CCCC1)Nc1cc(S(=O)(=O)N2CCOCC2)ccc1Cl	1	2	0.0	-0.1%	-13	11	-10	-1	-2
C=CCNC(=O)C1CCN(c2ccc(S(=O)(=O)N3CCOCC3)cc2[N+](=O)[O-])CC1	12	2	0.7	-0.3%	-6	1	11	-2	2
CCc1c(C)nc(SCC(N)=O)c(C#N)c1C	5	4	-1.4	1.0%	12	-2	-5	5	-2
COc1ccc(NC(=O)CSc2nnc3ccc(-c4ccccn4)nn23)cc1	-7	-1	0.7	0.7%	-7	-15	9	3	4
CCOC(=O)C1CCCN(C(=O)CN2CCN(Cc3ccc(Cl)cc3)C2=O)C1 (configuration not stated)	-5	-1	-0.2	1.8%	1	9	-5	nt	-4
Cc1ccc(N2CCN(c3nc4ccccc4n4nnnc34)CC2)c(C)c1	6	0	0.5	-0.7%	7	-4	nt	3	0
CC(C)n1nnnc1SCC(=O)c1ccc2c(c1)OCCO2	0	3	0.1	-0.2%	-8	1	6	-2	1
CCOC(=O)N1CCN(C(=O)c2ccccc2N(Cc2ccccc2)S(=O)(=O)c2ccccc2)CC1	6	9	0.9	0.9%	13	13	9	-14	-2
C=CCOC(=O)C1=C(C)NC(=O)NC1c1ccc(N(C)C)cc1 (configuration not stated)	11	3	0.3	0.9%	4	13	-14	21	-2
CCOc1ccccc1CNC(=O)C1CCN(C(=O)c2sccc2-n2cccc2)CC1	27	11	-1.8	0.5%	-14	16	4	-20	-9
Cc1cccc(C)c1C(=O)N[C@@H](Cc1ccccc1)C(=O)O	-2	-3	0.1	-0.2%	nt	0	-1	-11	-3
CCOc1ccc(NC(=O)CN(C)CC(=O)Nc2ccccc2SC)cc1OCC	0	2	-1.8	0.7%	nt	27	12	0	-2
CC(C)Nc1nc2c(S(=O)(=O)c3cccc(Cl)c3)nnn2c2ccsc12	-18	2	nt	?	-27	-4	nt	-57*	-8
COc1cccc(C2CC(c3cccs3)=NN2C(=O)CSc2nc3c(cnn3-c3ccc(F)cc3)c(=O)[nH]2)c1OC (configuration not stated)	6	1	0.6	0.0%	-2	8	-18	1	0
O=C(CSc1nnc(-c2ccccn2)n1Cc1ccccc1)N1CCCC1	17	0	0.8	-0.7%	-6	11	12	8	2

Of the compounds above, these contain a furan ring, fused or not.
SMILES	TRHR enhancer	D1 agonist	D2 agonist	RXFP1 agonist	RXFP1 antag	D2 PAM	D2 antag	D1 antag	D1 potentiator
O=C(Nc1ccn(Cc2ccccc2F)n1)c1ccc(COc2cc(Cl)ccc2Cl)o1	6	8	1.3	2.9%	24	15	22	-13	-2
O=C(NCC(c1ccco1)S(=O)(=O)c1ccc(Cl)cc1)c1ccc(C(F)(F)F)cc1 (configuration not stated)	-7	7	1.1	0.7%	?	-2	nt	nt	-2

A draw from above in order of SMILES length, falling:
SMILES	TRHR enhancer	D1 agonist	D2 agonist	RXFP1 agonist	RXFP1 antag	D2 PAM	D2 antag	D1 antag	D1 potentiator
O=C(COC(=O)CCC1CCCC1)Nc1cc(S(=O)(=O)N2CCOCC2)ccc1Cl	1	2	0.0	-0.1%	-13	11	-10	-1	-2
CCOC(=O)C1CCCN(C(=O)CN2CCN(Cc3ccc(Cl)cc3)C2=O)C1 (configuration not stated)	-5	-1	-0.2	1.8%	1	9	-5	nt	-4
CCOC(=O)c1ccc(NC(=O)CCc2nc(-c3ccccc3Cl)no2)cc1	3	8	0.1	2.7%	-4	-1	-5	-10	-7

New compounds follow.
SMILES	TRHR enhancer	D1 agonist	D2 agonist	RXFP1 agonist	RXFP1 antag	D2 PAM	D2 antag	D1 antag	D1 potentiator
COC(=O)C1C(=O)NCC1c1ccccc1 (configuration not stated)	5	1	0.2	0.8%	4	17	7	-4	-3
Cc1c(NC(=O)Cn2ccc([N+](=O)[O-])n2)c(=O)n(-c2ccccc2)n1C	6	5	-0.7	0.3%	4	17	-1	-4	0
CCOC(=O)c1scc(-c2ccccc2)c1S(=O)(=O)Nc1cc(Cl)c(OC)cc1OC	-3	3	-0.4	0.1%	nt	-8	nt	-7	-7
COc1ccc(Cl)cc1NC(=O)c1cccc(-n2cnnn2)c1	0	2	-0.7	-0.1%	-1	5	-1	-2	-1
CCc1cccc(C)c1NC(=O)c1ccc(CN2CCc3ccccc3C2)cc1	-7	11	-1.0	2.7%	-24	-27	55*	-11	-9
O=C1NCCN1CCNS(=O)(=O)c1cc(C(F)(F)F)cc(C(F)(F)F)c1	5	4	0.2	-0.9%	3	3	-13	-4	2
CN=CC1=C(O)CC(C)(C)CC1=O	-10	3	nt	-0.8%	2	nt	nt	-6	-7
O=C1c2ccccc2C(=O)N1n1cccc1	10	3	-0.1	-0.5%	-14	2	-6	3	-1
CN(C(=O)CN(CCO)CC(=O)N(C)C(C)(C)Cc1ccccc1)C(C)(C)Cc1ccccc1	-12	41*	nt	-0.6%	-19	-1	nt	-97*	-4
CCN1CCN(c2ccc(S(=O)(=O)N3CCOCC3)cc2NC(=O)C(C)Oc2ccc(Cl)cc2)CC1 (configuration not stated)	-2	3	-0.5	0.6%	-2	10	8	-10	1
CCc1ccc(Nc2ncnc3nc[nH]c23)cc1	-7	1	nt	0.0%	-7	nt	nt	-16	-2
Cc1cc(NC(=O)COC(=O)c2cc([N+](=O)[O-])ccc2N2CCOCC2)ccc1Br	-4	2	nt	0.8%	20	nt	nt	-2	0
CC(=O)Nc1ccc(NC(=O)C(C)OC(=O)c2cc(S(=O)(=O)N(C)C)ccc2N2CCCC2)cc1 (configuration not stated)	6	2	0.6	-2.0%	-19	5	-20	-4	5
Nc1ccc(-c2nc3ccccc3o2)cc1	5	16	-0.3	14%	5	10	7	-25	-9
